TrxR1 substrate: is turned over as a substrate by rat TrxR1 | O89049 | purified TrxR1 substrate turnover, NADPH consumption readout | Potency, µM (highest dose often 114 µM), inactives show top-dose activity change, negative = substrate turnover | actives 0.01% (n = 390,000) | AID 588456; further: on the % scale 0 is the no-effect control and ±100 the full control effect; nearly all actives have a fitted effect of over 50% in size
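Rat TrxR1, dispensed at 90 nM, was prereduced with 400 uM NADPH (final) for 5 min at ~22 deg C, then incubated with compound 15 min before 400 uM selenite. A first-read NADPH fluorescence drop versus no-compound background flagged substrates.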
Vif-A3F inh: inhibitors of Vif-A3F interaction; HeLa A3F-eYFP + Vif (tagged APOBEC3F with the HIV-1 protein that degrades it), YFP fluorescence increase; Potency, µM (titrated, usually from 46.1 µM), for the others: at the highest dose activity, negative = active; actives 0.2% (n = 390,000); AID 602313; further: % of control where 0% means no effect; nearly all actives have a fitted effect of over 65% in size
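HeLa cells stably expressing Vif plus C-terminally eYFP-tagged A3F were seeded, incubated overnight at 37 deg C, dosed with compound, incubated overnight again at 37 deg C. Yellow fluorescence (Ex 488/Em 500-530) reported blocked Vif-mediated A3F-eYFP degradation.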
Vif-A3G inh: Vif-A3G binding inhibition; Q9HC16; HeLa A3G-eYFP + Vif (tagged APOBEC3G with the HIV-1 protein that degrades it), YFP fluorescence, overnight; Potency, µM (series often up to 46.1 µM), without a hit: at the top dose activity, negative = active, most hits filed as inhibitors; actives 0.076% (n = 410,000);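 further: on the % scale 0 is the no-effect control and ±100 the full control effect; nearly all actives have a fitted effect of over 60% in size; hits raise eYFP signal because A3G escapes Vif-driven loss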
Target sequence (Q9HC16 whole entry, looked up): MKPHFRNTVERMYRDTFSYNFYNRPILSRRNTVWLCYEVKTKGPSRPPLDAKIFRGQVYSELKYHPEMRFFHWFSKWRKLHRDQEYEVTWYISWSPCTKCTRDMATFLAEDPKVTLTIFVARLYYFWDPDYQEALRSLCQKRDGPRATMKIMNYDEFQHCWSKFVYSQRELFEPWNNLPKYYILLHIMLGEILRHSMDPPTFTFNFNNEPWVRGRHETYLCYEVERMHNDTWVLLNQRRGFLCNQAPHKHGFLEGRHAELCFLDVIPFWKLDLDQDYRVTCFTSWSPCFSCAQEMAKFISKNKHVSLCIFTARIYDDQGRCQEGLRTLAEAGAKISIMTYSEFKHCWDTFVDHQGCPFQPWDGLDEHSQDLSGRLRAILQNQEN
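HeLa cells stably expressing Vif and C-terminally eYFP-tagged A3G, seeded overnight at 37 deg C, then exposed to compound by pintool overnight at 37 deg C. Rise in yellow fluorescence (Ex 488/Em 500-530, Acumen) marks blocked Vif-driven A3G degradation.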
RGS4 inhibitor: inhibitors of human regulator of G protein signaling 4; Transcreener GDP fluorescence polarization, RGS4-accelerated GTP hydrolysis; actives 0.039% (n = 390,000); Potency, µM (series often up to 114 µM), for the others: top-dose activity change, negative = inhibition, usual class: inhibitors; P49798; further: on the % scale 0 is the no-effect control and ±100 the full control effect; nearly all actives have a fitted effect of over 75% in size; some results filed as inactive show a strong effect at the top dose
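MLSMR compounds (23 nl, pin-transferred) preincubated 10 min at room temperature with a 500nM (2x) first reagent, then RGS4 at 900nM (2x) plus Transcreener GDP mix added; fluorescence polarization (620/688 nm) read before and after 90 min at 30 °C.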
RXFP1 ag: RXFP1 (human) receptor agonism. Q9HBX9. HEK293T-RXFP1 cAMP TR-FRET, 30 min; response scale: percent of porcine relaxin response, buffer zero. Potency, µM (titrated, usually from 57.5 µM), for the others: top-dose activation, actives largely listed as activators. actives 0.3% (n = 370,000); further: on the % scale 0 is the no-effect control and ±100 the full control effect; nearly all actives have a fitted effect of over 60% in size; many of its hits are not listed in these tables
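HEK293T cells stably expressing RXFP1 were pretreated with the PDE4 inhibitor Ro 20174, exposed to compounds for 30 min at 37C, lysed, and cAMP was read by TR-FRET. Data normalized to buffer (basal) and 29 nM porcine relaxin (100%).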
rTrxR1 inhibitor: blocks rat thioredoxin reductase 1; actives 1% (n = 390,000); AID 588453; recombinant rTrxR1, NADPH fluorescence consumption, selenite substrate; Potency, µM (series often up to 114 µM), without a hit: top-dose activity change, negative = inhibition, hits mostly inhibitors; O89049; further: on the % scale 0 is the no-effect control and ±100 the full control effect; nearly all actives have a fitted effect of over 65% in size
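Rat TrxR1 (90 nM in the dispensed reagent) was pre-reduced with 400 uM NADPH for 5 min at room temperature, then incubated with compound for 15 min. After 400 uM selenite was added, NADPH fluorescence (Ex 340/Em 450 nm) was followed for 8 min.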
ALOX12 inh: ALOX12 (human) lipoxygenase inhibition; P18054; purified 12hLO, xylenol orange hydroperoxide absorbance; Potency, µM (top dose mostly 108 µM), for the others: at the top dose activity change, negative = inhibition, hits mostly inhibitors; actives 1.1% (n = 580,000); further: on the % scale 0 is the no-effect control and ±100 the full control effect
Target sequence (P18054 whole entry, looked up): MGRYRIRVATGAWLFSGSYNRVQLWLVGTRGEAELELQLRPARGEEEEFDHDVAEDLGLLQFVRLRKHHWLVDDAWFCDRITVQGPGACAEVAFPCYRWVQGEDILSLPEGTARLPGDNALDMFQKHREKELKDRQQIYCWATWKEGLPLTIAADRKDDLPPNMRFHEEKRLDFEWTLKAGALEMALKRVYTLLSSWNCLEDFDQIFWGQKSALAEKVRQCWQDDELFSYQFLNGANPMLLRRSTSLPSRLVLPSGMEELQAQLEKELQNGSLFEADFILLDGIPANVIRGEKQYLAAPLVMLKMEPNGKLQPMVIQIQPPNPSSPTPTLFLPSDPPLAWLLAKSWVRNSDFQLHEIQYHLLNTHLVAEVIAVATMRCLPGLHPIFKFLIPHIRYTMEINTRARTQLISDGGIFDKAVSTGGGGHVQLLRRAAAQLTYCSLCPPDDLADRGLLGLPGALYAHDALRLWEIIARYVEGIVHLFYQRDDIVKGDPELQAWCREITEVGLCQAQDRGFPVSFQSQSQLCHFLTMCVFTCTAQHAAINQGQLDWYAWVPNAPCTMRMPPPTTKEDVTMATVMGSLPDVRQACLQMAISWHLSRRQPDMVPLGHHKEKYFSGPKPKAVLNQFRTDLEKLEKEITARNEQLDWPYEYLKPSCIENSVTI
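Purified human 12hLO (150 nM final) in 25 mM Hepes, 0.01% Triton X-100, pH 7.0 was preincubated 15 min at room temperature with compound. Then 40 uM arachidonic acid was added, 30 min. Hydroperoxide was read by Fe-XO absorbance ratio 573/405 nm.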
USP1-UAF1 inh: inhibitors of human USP1/UAF1 deubiquitinase; O94782; recombinant USP1/UAF1, Ub-Rhodamine cleavage fluorescence; Potency, µM (series often up to 57.1 µM), for inactives: at the highest dose activity change, negative = inhibition, usual class: inhibitors; actives 0.23% (n = 390,000); AID 743255; further: on the % scale 0 is the no-effect control and ±100 the full control effect; nearly all actives have a fitted effect of over 60% in size; inactives centre near -12
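USP1/UAF1 complex (1 nM) preincubated 15 min at room temperature with compound, then Ub-Rho substrate (150 nM final) added. Kinetic fluorescence at 480/540 nm over 6 reads at 60 s intervals; 50 mM HEPES pH 7.8, 0.5 mM EDTA, 0.1 mg/ml BSA, 1 mM TCEP, 0.01% Tween-20.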
mIDH1 inhibitor: human IDH1 R132H inhibition; IDH1-R132H enzyme, NADPH consumption, diaphorase/resazurin fluorescence; Potency, µM (series often up to 76.6 µM), inactives show at the highest dose activity change, negative = inhibition, hits mostly inhibitors; AID 602179; actives 0.093% (n = 390,000); further: on the % scale 0 is the no-effect control and ±100 the full control effect; nearly all actives have a fitted effect of over 65% in size
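IDH1-R132H (0.5 ug/mL dispensed) in pH 7.5 Tris buffer was preincubated 30 min with compound, then given a substrate mix of 0.016 mM NADPH and 2 mM alpha-KG for 80 min at room temperature; remaining NADPH was read by diaphorase/resazurin fluorescence.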
* hit, by the source's call; ? = inconclusive; · = no result given; [ ] = remark or other dose. The call rests on the fitted dose curve; in most records, active means well fitted curve in the direction sought with a large enough effect; inconclusive means small, poorly fitted or top-dose-only effect, or another doubt; inactive means no such curve, though single readings can be large; an effect the other way counts as inactive or inconclusive. Potency means the concentration at half of the fitted maximal effect.

SMILES	TrxR1 substrate	Vif-A3F inh	Vif-A3G inh	RGS4 inhibitor	RXFP1 ag	rTrxR1 inhibitor	ALOX12 inh	USP1-UAF1 inh	mIDH1 inhibitor
COc1cccc(C(=O)N2CCN(c3nc4cc(C)cc(C)c4cc3C#N)CC2)c1	·	0%	-3%	·	·	·	?	-15%	-1%
Cc1ccc2c(n1)sc1c(-c3ccccc3)c(C#N)c(N)nc12	66%[activator]	-6%	-1%	-46%	4.2%	34%	-17%	-2%	3%
CCO[C@@H]1OC(C(=O)N2CCOCC2)=C[C@H](C2CC2)[C@H]1CCCO	3%	-10%	-1%	4%	-0.3%	2%	-4%	-23%	12%
Cc1ccc(SCC(=O)NNC(=O)CNC(=O)c2ccc(Br)cc2)cc1	-5%[2.29 µM]	-10%	-1%	20%	·	0%[2.29 µM]	-7%	1%	-3%
Cc1ccc(S(=O)(=O)N2CCN(S(=O)(=O)N3CCCCC3)CC2)cc1C	-5%	10%	-2%	11%	1.0%	-2%	0%	-8%	13%
CCOC(=O)c1sc2ncn(CC(=O)NCC3CCCO3)c(=O)c2c1C (stereo not drawn)	4%	·	1%	-5%	7.1%	15%	0%	-2%	1%
COc1ccc(NC(=O)CSc2ccc(NC(C)=O)cc2)cc1S(=O)(=O)N1CCCCC1	3%[57.1 µM]	5%	4%	12%	1.4%	-7%[57.1 µM]	6%	-23%	20%
O=C1CCC/C(=N\NC(=O)c2ccc(COc3cccc4cccnc34)cc2)C1	-6%	3%	2%	-17%	0.2%	-26%	-9%	-10%	9%
CCOc1cc(-c2noc(CCC(=O)Nc3cccnc3)n2)ccc1OC	6%[57.1 µM]	4%	0%	10%	0.7%	-4%	0%	-15%	-1%
Cc1cccnc1NC(=S)Nc1ncccc1C	5%	4%	1%	-4%[56.9 µM]	2.9%	-4%	-12%	-11%	-6%
CCOc1ccc(CCNC(=O)COC(=O)COc2cc(C)cc(C)c2)cc1OCC	-7%	-18%	1%	-7%	0.0%	1%	2%	-8%	7%
Cc1ccc(NC(=O)NC(C)c2c(-n3cccc3)sc(C)c2C)c(C)c1 (stereo not drawn)	-2%	·	·	9%	-0.3%	-2%	-29%	-22%	·
CCCNc1nc2c(c(=O)n(C)c(=O)n2C)n1Cc1cccc(C)c1	2%[57.1 µM]	-3%	1%	4%	1.1%	-6%[57.1 µM]	-32%	-11%	-5%
O=C(Cn1cnc2c(nnn2Cc2ccc(F)cc2)c1=O)Nc1cccc(F)c1	-3%	4%	2%	-10%	0.4%	4%	-2%	-8%	-18%
CCCCC(=O)Nc1nnc(/C=C/c2ccc(OC)cc2)s1	93%[activator]	0%	-1%	28%	0.8%	?	·	4%	2%
Cc1ccc(Sc2ccc(CN3CCCC3)cc2[N+](=O)[O-])cc1	2%	-15%	5%	4%	-2.4%	15%	?	-10%	-3%
COCC(C)n1c(C)cc(C(=O)CN2C(=O)NC(Cc3c[nH]c4ccccc34)C2=O)c1C (stereo not drawn)	-8%	8%	1%	5%	-0.1%	-1%	1%	-13%	7%
CCc1ccc2nc(NC(=O)Cn3cnc4ccccc4c3=O)sc2c1	-11%	3%	2%	26%	0.2%	-11%	-3%	-25%	-6%
O=C(O)CSCc1nc2scc(-c3ccccc3)c2c(=O)[nH]1	8%	-2%	1%	-39%	8.4%	22%[57.1 µM]	-27%	-13%	-14%
Cc1nn(CC(=O)NCCc2ccc(Cl)cc2)c(C)c1[N+](=O)[O-]	-4%[57.1 µM]	-1%	0%	11%	2.0%	8%	5%	8%	0%
CC1CCN(C(=O)c2ccc(S(=O)(=O)N3CCCC3)cc2)CC1	-6%	1%	1%	8%	2.5%	-3%	-2%	-11%	1%
CSC1=N/C(=C\c2ccccc2F)C(=O)S1	-1%	-3%	2%	-31%	0.5%	4%	0%	-7%	2%
CCN(CC(=O)Nc1cc(Cl)ccc1C)C(=O)c1ccc(N2CCCC2=O)cc1	0%	5%	0%	-2%	1.2%	18%	·	-5%	4%
Cc1ccccc1C(C(=O)NC1CCCC1)N(C(=O)Cc1cccs1)c1ccc2c(c1)OCCO2 (stereo not drawn)	-1%	-6%	-4%	-15%	1.8%	23%	7%	-6%	6.6µM*
OCCC1CN(Cc2cccn2-c2ncccn2)CCN1Cc1ccccc1 (stereo not drawn)	-12%	1%	6%	30%	0.3%	-18%	2%	1%	0%
OCC[C@H]1C[C@H](O)[C@@H](O)[C@@]2(CCCc3ccccc3O2)O1	4%	1%	3%	-14%	-0.7%	14%	-17%	?	-5%
Cc1ccc(-n2c(N)cc(=O)nc2SCC(=O)N2CCN(c3ccccc3)CC2)cc1	7%	0%	-7%	-3%	-1.8%	24%	-2%	-19%	-8%
COc1cccc(NC(=O)Cn2cc(C(=O)C3CC3)c3ccccc32)c1	-5%	2%	0%	-5%	1.0%	1%	8%	-22%	4%
CN(C)CCNC(=O)C(C(=O)c1ccccc1)n1ccccc1=O (stereo not drawn)	-6%	-10%	1%	-41%	0.8%	-7%	-18%	-11%	4%
c1ccc(C2=NNC(=NC3CC3)SC2)cc1	5%	-11%	-1%	-7%	3.5%	22%	?	0%	-6%
CCOc1ccc(CC(=O)NC2CC(=O)N(c3ccc(C)c(C)c3)C2)cc1 (stereo not drawn)	-5%[57.1 µM]	-4%	10%	6%	-0.7%	8%[57.1 µM]	-25%	?	-5%
COc1cc(OC)c(C(=O)/C=C/c2ccc(OCc3ccccc3)c(OC)c2)c(OC)c1	-15%	9%	-6%	-30%	-0.1%	10%[57.1 µM]	15%	-16%	4%
CCCCCCN1C[C@H](O)[C@@H](n2cc(-c3ccc(F)cc3)nn2)C[C@@H]1c1ccc(Cl)cc1	·	?	-11%	·	·	·	-65%	-13%	8%
O=C(Cc1ccc(Cl)cc1)Nc1cc(Cl)ccn1	6%	2%	7%	1%	·	19%	?	-19%	-3%
COC(=O)CN1C(=O)[C@H]2[C@@H](c3ccc(C)o3)N3C(=O)CN(CCO)C(=O)[C@@]3(C)[C@H]2C1=O	6%	3%	2%	9%	-0.8%	?	16%	-11%	-11%
COc1ccc(CN(C2CC2)S(=O)(=O)c2ccccc2Br)cc1	1%	3%	1%	23%	·	18%	1%	-9%	2%
Cc1ccc(NC(=O)Cn2c(=O)cc(-c3ccccc3)c3c(C)nn(C)c32)c(Cl)c1	8%[57.1 µM]	-1%	-2%	-23%	24%	26%[57.1 µM]	-22%	-29%	15%
Cc1ccc(S(=O)(=O)N2CCN(S(=O)(=O)N3CCOCC3)CC2)cc1C	-3%	-7%	2%	9%	1.6%	17%	9%	-4%	9%
COc1cc(OC)c(C2=NOC(C(=O)Nc3c(C)nn(CC(=O)N4CCCC4)c3C)C2)cc1Cl (stereo not drawn)	7%	-1%	-5%	-13%	4.1%	15%	25%	2%	0%
CC(=O)Nc1ccc(Nc2cc(C)c3ccccc3n2)cc1	0%	6%	2%	-22%	3.0%	1%	-20%	-19%	13%
COc1ccc(CN2C(=NC(=O)CCc3ccccc3)SC3CS(=O)(=O)CC32)cc1 (stereo not drawn)	-1%	-4%	3%	6%	0.2%	2%	19%	-28%	-18%
CCOC(=O)c1cnc(SCC(=O)c2ccc(Cl)cc2)nc1N	-4%[57.1 µM]	-1%	-1%	-36%	2.8%	11%[57.1 µM]	?	-13%	12%
CCC(=O)c1cn(CC(=O)Nc2ccc(C)cc2C)c2ccccc12	8%[57.1 µM]	3%	-6%	12%	-0.4%	14%[57.1 µM]	-52%	-10%	5%
C[C@H](CO)N1C[C@H](C)[C@H](CN(C)S(=O)(=O)c2cn(C)cn2)OCc2cnnn2CCCC1=O	·	-4%	0%	·	·	·	-3%	-18%	9%
O=C(NC(=S)Nc1ncc(Br)cc1Br)c1cncc(Br)c1	-1%	6%	1%	-3%	0.1%	-35%	?	-3%	6%
COc1ccccc1CC(=O)Nc1cc2oc3ccccc3c2cc1OC	34%	-7%	-6%	5%	2.0%	13%	-2%	-4%	-2%
COc1c(C(C)C)oc2cc3oc(=O)ccc3cc12	0%	1%	0%	2%	2.2%	3%	-11%	-13%	-8%

Some of these compounds in order of their number in mIDH1 inhibitor, smallest number first:
SMILES	mIDH1 inhibitor
COc1ccccc1CC(=O)Nc1cc2oc3ccccc3c2cc1OC	-2%
CCCCC(=O)Nc1nnc(/C=C/c2ccc(OC)cc2)s1	2%
CCO[C@@H]1OC(C(=O)N2CCOCC2)=C[C@H](C2CC2)[C@H]1CCCO	12%

Shown as a hit in mIDH1 inhibitor, of those listed so far:
Molecule | TrxR1 substrate | RGS4 inhibitor | rTrxR1 inhibitor | ALOX12 inh | USP1-UAF1 inh | mIDH1 inhibitor
Cc1ccccc1C(C(=O)NC1CCCC1)N(C(=O)Cc1cccs1)c1ccc2c(c1)OCCO2 (stereo not drawn) | -1% | -15% | 23% | 7% | -6% | 6.6µM*

Screening results: PubChem, National Center for Advancing Translational Sciences (NCATS)

These rows are one share of the data (hit frequency here may not be typical).
